From PubChem
KDM5B inhibitor = Primary screen for KDM5B Histone Demethylases FDH-coupled qHTS | Lysine-specific demethylase 5B (Homo sapiens), Q9UGL1 | KDM5B demethylase, FDH-coupled NADH fluorescence (FDH is formaldehyde dehydrogenase) | Potency, µM (series often up to 57.7 µM), for inactives: at the highest dose activity change, negative = inhibition, actives largely listed as inhibitors | actives 2.6% (n = 220,000); active means well fitted inhibition curve with a large enough effect; inconclusive means small, poorly fitted or top-dose-only effect; inactive means no such curve, though single readings can be large or run the other way; further: 0% is about no effect; nearly all actives have a fitted effect of over 70% in size
Target sequence (Q9UGL1 whole entry, looked up): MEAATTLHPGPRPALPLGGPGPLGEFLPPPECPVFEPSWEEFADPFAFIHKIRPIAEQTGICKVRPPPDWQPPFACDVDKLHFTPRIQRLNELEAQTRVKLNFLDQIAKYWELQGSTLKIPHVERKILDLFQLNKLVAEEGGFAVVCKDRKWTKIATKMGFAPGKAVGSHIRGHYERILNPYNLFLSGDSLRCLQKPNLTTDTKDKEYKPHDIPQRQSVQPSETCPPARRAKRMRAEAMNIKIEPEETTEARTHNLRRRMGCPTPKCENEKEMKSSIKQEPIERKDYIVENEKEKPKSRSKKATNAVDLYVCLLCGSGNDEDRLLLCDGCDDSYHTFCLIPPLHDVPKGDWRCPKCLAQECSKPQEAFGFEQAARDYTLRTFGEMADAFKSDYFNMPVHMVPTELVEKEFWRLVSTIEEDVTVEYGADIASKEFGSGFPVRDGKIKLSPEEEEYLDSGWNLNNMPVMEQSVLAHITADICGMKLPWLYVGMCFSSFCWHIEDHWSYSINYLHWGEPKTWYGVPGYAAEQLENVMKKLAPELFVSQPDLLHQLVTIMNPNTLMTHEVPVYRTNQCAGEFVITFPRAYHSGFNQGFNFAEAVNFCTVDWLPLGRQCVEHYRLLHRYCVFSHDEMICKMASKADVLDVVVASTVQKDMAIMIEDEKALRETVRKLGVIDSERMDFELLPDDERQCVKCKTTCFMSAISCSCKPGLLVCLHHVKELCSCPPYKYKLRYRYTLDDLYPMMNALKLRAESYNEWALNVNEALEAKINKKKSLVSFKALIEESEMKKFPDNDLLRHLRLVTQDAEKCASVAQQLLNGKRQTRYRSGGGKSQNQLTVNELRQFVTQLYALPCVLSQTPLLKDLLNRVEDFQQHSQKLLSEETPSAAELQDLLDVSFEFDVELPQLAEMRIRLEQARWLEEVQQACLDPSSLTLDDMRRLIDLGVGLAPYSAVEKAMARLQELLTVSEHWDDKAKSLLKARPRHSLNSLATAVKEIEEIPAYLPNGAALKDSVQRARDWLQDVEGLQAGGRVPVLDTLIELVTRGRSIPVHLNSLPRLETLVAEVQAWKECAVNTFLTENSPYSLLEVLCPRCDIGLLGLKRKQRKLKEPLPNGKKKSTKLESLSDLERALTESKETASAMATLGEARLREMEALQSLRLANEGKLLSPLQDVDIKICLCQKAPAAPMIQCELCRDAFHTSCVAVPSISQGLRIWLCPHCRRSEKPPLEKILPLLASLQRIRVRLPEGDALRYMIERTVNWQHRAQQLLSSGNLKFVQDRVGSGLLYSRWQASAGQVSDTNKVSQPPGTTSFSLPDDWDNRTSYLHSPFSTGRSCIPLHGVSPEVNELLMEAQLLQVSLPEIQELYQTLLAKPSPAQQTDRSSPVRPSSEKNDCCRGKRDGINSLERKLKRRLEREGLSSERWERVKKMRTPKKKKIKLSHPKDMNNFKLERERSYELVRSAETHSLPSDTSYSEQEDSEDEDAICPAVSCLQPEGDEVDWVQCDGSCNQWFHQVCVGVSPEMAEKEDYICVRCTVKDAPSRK
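Coupled FDH/NAD⁺ fluorescence readout. KDM5BΔAP 200 nM final; compound titration, 10 min RT preincubation; substrate mix 12.5 µM H3K4me3, 25 µM 2-OG, 50 µM Fe(II), 100 µM ascorbate, 0.25 mM NAD⁺, 0.25 U/mL FDH; ΔRFU over 30 min.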
Numbers without * were called inactive; u = inconclusive; & = joins results of further samples; [ ] = another dose, or the depositor's remark. Potency means the concentration at half of the fitted maximal effect.

KDM5B inhibitor	structure
10%	CC(C)(C)OC(=O)N1CCC(c2c(C(=O)NC3CCN(Cc4ccccc4)CC3)cnn2-c2ccc(F)cc2F)CC1
-17%	CC(C)N(CCNC(=O)C(c1ccccc1)c1ccccc1)C(C)C
-33%	Cc1ccc(CNc2ncnc3c2c(-c2ccccc2)cn3-c2ccccc2)cc1
15%	CCO[C@H]1CN(C(=O)CCn2c(C)cc(C)nc2=O)C[C@@H]1O
7%	NCC(O)C(F)(F)F (centres undefined)
9%	Cc1cc(=O)c(C(=O)Nc2nnc(C3CC3)s2)nn1-c1ccccc1Cl
-12%	Cc1nc(CNC(=O)c2cccc(S(=O)(=O)NCc3cnn(C)c3)c2)no1
17%	COC(=O)C1=CN(Cc2cccc(Cl)c2)S(=O)(=O)N=C1C
2%	O=C(NC1CCN(c2cc(-c3ccc(F)cc3)[nH]n2)CC1)c1cc(F)ccc1Cl
-30%	Nc1nonc1-c1nc2ccccc2n1CC(=O)Nc1cccc(C(F)(F)F)c1
u	COc1ccc(-c2cc(N3CCCC(NC(=O)Cc4ccc(OC)c(OC)c4)C3)n[nH]2)cc1 (centres undefined)
7%	Cc1cccc(C)c1NC(=O)c1sc(-n2nc(C)c(Cc3ccc4c(c3)OCO4)c2C)nc1C
0%	Cc1ccc(C)c(NC(=O)N2CCC(CN3CCOCC3)CC2)c1
21%	Cc1nc2ccccc2nc1SC(C(=O)O)c1ccccc1 (centres undefined)
-13%	N#Cc1cccc(C(=O)N2CCCC(c3nccn3Cc3ccccc3)C2)c1 (centres undefined)

Ordered by molecular weight (rising): some entries from above
KDM5B inhibitor	structure
21%	Cc1nc2ccccc2nc1SC(C(=O)O)c1ccccc1 (centres undefined)
0%	Cc1ccc(C)c(NC(=O)N2CCC(CN3CCOCC3)CC2)c1
-33%	Cc1ccc(CNc2ncnc3c2c(-c2ccccc2)cn3-c2ccccc2)cc1

(cont.)
KDM5B inhibitor	structure
u	CC(C)c1ccc(/C=C(\C#N)c2nc(-c3ccc(O)cc3)cs2)cc1
12%	CCc1nnc(NC(=O)Cc2c(C)nc(C)[nH]c2=O)s1
13%	CC(C)NC(=O)CCC1CCN(C(=O)c2ccccc2F)CC1
8%	Cc1nc(/N=C(\N)N(C)C)[nH]c(=O)c1C
34%[activator]	CCCn1cc(S(=O)(=O)N[C@@H]2COCC[C@@H]2OCC2CCC2)cn1
-7%	Cc1nn(C)c(C)c1CCCN(C)C(=O)C1N(C(C)C)C(=O)C12CCCC2 (centres undefined)
14%	COc1ccc(N2C(=O)CN(Cc3ccccc3Cl)[C@H]3CS(=O)(=O)C[C@H]32)cc1
-18%[86.2 µM]	CCCNC(=O)[C@@H]1Cc2c[nH]c3cccc(c23)[C@H](CC(C)C)N1
-15%	Cc1nc2ccccc2nc1COC(=O)c1ccc2nccnc2c1
17%	CCn1c(C)c(C(C)=O)c2cc(OCC(O)CN3CCN(CCO)CC3)ccc21 (centres undefined)
-13%	COCCC(=O)N1CCC(N2C(=O)C(OCC3CC3)C23CCOCC3)CC1 (centres undefined)
0%	CS(=O)(=O)CC(=O)Nc1ccc2nc3n(c(=O)c2c1)CCCCC3
34%[activator]	Cn1cc(CN2CCC(C(O)c3cccnc3)CC2)c(-c2ccc(C3CCCCC3)cc2)n1 (centres undefined)
-11%	O=C(NCc1ccccn1)c1cc(F)cc(F)c1
-33%	Cc1cc(NC(=O)Cn2cccc2-c2nc(-c3ccc4c(c3)OCO4)no2)n[nH]1

The list continues:
KDM5B inhibitor	structure
35%[activator]	C[C@H](NC(N)=O)C(=O)N1CCN(S(=O)(=O)c2ccc3ccccc3c2)CC1
-27%	CCc1ccc(NC(=O)c2sc3nc(C)c(Cl)c(C)c3c2NC(=O)c2ccccc2)cc1
9%	CCOC(=O)N1CCN(C(=O)CN(c2ccccc2Cl)S(C)(=O)=O)CC1
-1%	CCCC(C)C(=O)N1CCCN(C)c2ccccc21 (centres undefined)
7%	CCOC(=O)c1cnc2ccc(C(=O)OC)cc2c1Nc1cc(C)ccc1OC
u	Cc1cc(=O)oc2cc(OC(C)C(=O)NCc3ccncc3)ccc12 (centres undefined)
u	Cc1ccc(-c2cc(C(=O)O)c3cc(Br)ccc3n2)o1
31%	CCC(O)c1cc2n(n1)CCCN(CCn1c(=O)oc3ccccc31)C2 (centres undefined)
u	O=C(O)CC/C(=C/c1ccc2ccccc2c1)c1nc2ccccc2s1
-20%	Cc1ccc(NC(=O)CSc2nc3c(oc4ccccc43)c(=O)n2Cc2ccco2)cc1
18%	c1cn(CCCNCC2CCCCC2)cn1
-19%	COc1ccccc1-n1cc(C(=O)NCc2cc3n(n2)CCNC3)cn1
-14%	COC(=O)/C=C1\S/C(=N\N=C\CC(=O)OC)NC1=O
-30%	CCCn1c(CCC(=O)Nc2ccc(OCC)cc2)nc2cccnc21
-14%[86.2 µM]	Cc1cc(OC2CN(Cc3ccc(F)cc3)C2)ccc1F

Already shown: 2 of the compounds above.
KDM5B inhibitor	structure
-13%	COCCC(=O)N1CCC(N2C(=O)C(OCC3CC3)C23CCOCC3)CC1 (centres undefined)
0%	CS(=O)(=O)CC(=O)Nc1ccc2nc3n(c(=O)c2c1)CCCCC3

Next compounds
KDM5B inhibitor	structure
12%	CCCN(CCC)C(=O)Cn1c(=O)n(-c2ccc(C)c(C)c2)c(=O)c2c3c(sc21)CCCCC3
12%	Cc1c(Br)c([N+](=O)[O-])nn1CC(=O)c1ccccc1
2%	CC(C)CNC(=O)NC(=O)CSc1nnc(COc2ccccc2Cl)o1
-7%	Cc1cc(=O)[nH]c2nnc(SCc3cccc(F)c3)n12
13%	CCOc1ccc(Cl)cc1CN(C)Cc1cc2n(n1)CCCNC2
-10%	CCOC(=O)C1(Cc2ccc(F)cc2F)CCCN(C(=O)Cn2nc(C)cc2C)C1 (centres undefined)
u	Cc1ccc(NC(=O)CSc2nc(-c3cccs3)nc3cc(=O)[nH]n23)cc1C
9%	COc1ccc(C=O)cc1COc1ccc(C#N)cc1
-12%	O=C(CSc1nccn1Cc1ccc(F)cc1)NCc1ccco1
-11%	COc1ccc(-c2cc(C(=O)NC3CCCC3)no2)cc1
-15%	Cc1ccccc1OCC(=O)Nc1ccc(N2CCN(C)CC2)c(Cl)c1
-23%	Fc1ccccc1N1CCN(c2c3c(nc4nncn24)CCC3)CC1
1%	CC(C)CC(=O)N1CCC(C(NC(=O)c2ccccc2)C(=O)N2CCCCC2)CC1 (centres undefined)
32µM*	Cc1ccc(CN2CC[C@@H]3[C@H]2C(=O)NC[C@H](CCC(=O)N2CCN(c4ccccn4)CC2)N3C)cc1
7%[86.2 µM]	Cc1nnc(-c2cc(C(=O)Nc3cccnc3)ccn2)n1CCc1ccccc1

Next section
KDM5B inhibitor	structure
-18%	CC(=O)Nc1ccccc1OCc1cc(=O)n2c3c(sc2n1)CCCC3
-1%	Cc1cc(C(=O)N2CCCC(Cc3noc(-c4cnccn4)n3)C2)nn1C (centres undefined)
19%	Cc1ccc(-c2nc(CS(=O)CC(=O)N3CCN(c4ccccc4)CC3)c(C)o2)cc1 (centres undefined)
-13%	COc1cccc(NC(=O)CCC[C@H]2NC[C@@H]3C[C@H]2CN(Cc2ccccc2)C3)c1
-9%	Cc1ccccc1-n1ncc2c1NC(=O)CC21C(=O)N(CC(N)=O)c2c(C)cccc21 (centres undefined)
-6%	CCN(CCn1cccn1)Cc1ccccc1OCC(O)CN1CCc2ccccc2C1 (centres undefined)
10%	Cc1nc2c(s1)CCCC2NC(=O)c1cc(-c2ccc(F)cc2)n[nH]1 (centres undefined)
-29%	Cc1cc(Nc2ccccc2C)n2nc(Cc3ccc(Cl)cc3)nc2n1
25%	Cc1ccc(S(=O)(=O)NC(=O)Nc2cc(C(C)(C)C)on2)cc1
-9%[86.2 µM]	CN(Cc1ccccc1)Cc1cc(CC2(NCc3ccccc3)COC2)no1
u	Cc1ccc(C(OCC(O)CNCc2ccc(F)cc2)c2ccccc2)cc1 (centres undefined)
23%	Cc1ccc(NC(=O)N2CC(C(=O)N(C)C)C3(CCOCC3)C2)cc1C (centres undefined)
26%	COC(=O)/C(=C\c1ccc([N+](=O)[O-])cc1)NC(C)=O
-14%	CN1CCN(C(=O)C(=O)Nc2c3c(nn2-c2ccc(Cl)cc2)CSC3)CC1
-15%	CCc1nc(-c2c3n(c(=O)n(Cc4ccccc4)c2=O)CCCC3)no1

Next entries
KDM5B inhibitor	structure
u	O=C(c1cnccn1)N1CCC(NCc2cc3n(n2)CCCNC3)CC1
u	CCN1CCN(c2ncc3c(n2)CCN(Cc2ccc(OC)c(OC)c2)C3)CC1
-6%[115 µM]	C[C@H](C(=O)N1Cc2ccccc2CC2(CCCN2C)C1)c1ccccc1 (some centres undefined)
0%	COCCCNC(=O)CSc1nc2cc(OC)c(OC)cc2c2nc(-c3ccccc3)nn12
2%	CCO[C@H]1CN(C(=O)c2cnn(Cc3ccccc3)c2)C[C@@H]1O
3%	Cc1cc(Br)c(S(=O)(=O)NCCO)cc1C
19%	COc1cc(CNCC2CCOCC2)ccc1OCC(O)CN(C)C1CCCCC1 (centres undefined)
-20%	O=c1[nH]cccc1NS(=O)(=O)c1ccc(F)cc1
5%[149 µM]	COCCCNC(=O)c1cc(C)nc2onc(C3CCNCC3)c12
-19%	CC(=O)N1CCC(N2CC3(C2)C(=O)N(Cc2ccccc2F)C(=O)[C@@H]2C[C@@H](O)CN23)CC1
u	COCC1CN(C(=O)Cc2ccc(S(C)(=O)=O)cc2)CC12CCNCC2 (centres undefined)
-12%	COc1ccc(OC)c(S(=O)(=O)N2[C@@H]3CC[C@H]2CC(NC(=O)c2ccc(F)cc2)C3)c1 (some centres undefined)
-6%	CCCc1nc2nc(-c3ccc(OC)cc3)cc(=O)n2[nH]1
24%	CC(=O)c1ccc(NC(=O)C(C)Sc2nc3nc(C)cc(C)c3c(=O)[nH]2)cc1 (centres undefined)
-3%	CC(=O)Nc1ccc(NC(=O)C(C)Cl)cc1 (centres undefined)

Other structures follow.
KDM5B inhibitor	structure
21%	COc1ccc(NC(=O)CCN2C(=O)c3ccncc3C2=O)cc1OC
19%	CCCCN1C(=O)c2ccccc2C(C(=O)Nc2nncs2)C12CCCC2 (centres undefined)
21%	CC1CCC(NC(=O)c2cc(Sc3ccccc3Cl)nc3ccccc23)CC1 (centres undefined)
17%	Cc1nc(C(=O)NCc2cccs2)ccc1C#N
u	COc1cccc(CN2Cc3nc(-c4ccsc4)ccc3OCC2=O)c1
-32%	COc1ccc(CCN2C(=O)N(c3cccc(C)c3)C(=O)C2CC(=O)Nc2ccccc2)cc1OC (centres undefined)
-5%&-4%	O=C(Cc1cccc(Cl)c1)N1CCC2(C1)C(=O)N(CCc1ccccc1)c1ccccc12 (centres undefined)
-7%	Cc1cccc(N2CCN(C(=O)c3oc4ccc(Br)cc4c3C)CC2)c1C
16%	Cc1nn(C(=O)COc2ccccc2)c(C)c1S(=O)(=O)N1CCc2ccccc2C1
31%	CC(C)(C)CC(=O)Nc1nnc(SCC(=O)NC2CCCCC2)s1
14%[115 µM]	COc1ccc(C(=O)N2CCn3c(nn(-c4ccc(OC)cc4)c3=O)C2)cc1
32µM*	CN(C)CCCOc1ccc(-c2cnc(N)cn2)cn1
-29%[86.2 µM]	O=C(NCc1ccc(F)cc1)c1cnc2n[nH]c(-c3ccccc3)c2n1
u	CN(C)S(=O)(=O)c1cc(NC(=O)CNCCN2CCOCC2)ccc1Cl
-7%	COc1ccc(C(=O)Nc2ccc(-c3nnc4n3CCCC4)cc2)cc1F

Next section:
KDM5B inhibitor	structure
-22%	Cc1ccc(C(=O)Nc2ccc(-c3nc4ccccc4s3)cc2)c(C)c1
-16%	Cc1ccc(C(=O)N2CC[C@H](N3CCOCC3)[C@H](CCCO)C2)cc1Cl
u	Nc1ccc(N2CCN(c3ncc(C(F)(F)F)cc3Cl)CC2)c(C(F)(F)F)c1
35µM*	c1ccc(Nc2cc3c(cn2)NCCN(Cc2ccsc2)C3)cc1
-4%	CCC1CN(C(=O)Nc2cccc3c2CCCC3)c2cc(Cl)ccc2O1 (centres undefined)
29%	CCCCCCCCc1ccc(-c2ccc(CCCC)cc2)nc1
21%	Cc1ccc(SC(C)C(=O)c2ccccc2)cc1 (centres undefined)
-2%	CCCc1cc(=O)n2nc(N(C)CC(=O)Nc3cccc(F)c3)sc2n1
u	CCOc1ccc(NC(=O)c2c(NCc3cccs3)sc3c2CCCCC3)cc1
20%	CCCCCCNC(=O)Cc1cccc2ccccc12
3%	Cc1ccccc1CN1CCC(CNc2ncnc3onc(-c4ccc(Cl)cc4)c23)CC1
-22%	Cc1cccc(NC(=O)N2CCc3c(sc4c3CCCC4)C2c2ccc(F)cc2)c1 (centres undefined)
12%	C[C@]1(CO)C2CC[C@@H](O)[C@@H](CC(=O)N3CC[C@@H](O)C3)[C@]2(C)CC[C@H]1OC(=O)Nc1ccc(Oc2ccccc2)cc1 (some centres undefined)
-15%	O=C(Nc1cccnc1)c1cc(S(=O)(=O)N2CCOCC2)ccc1Br
5%	O=C(NC1CCCCCC1)C1CCN(C(=O)N2CCOc3ccccc32)CC1

Structures above that contain a furan ring, fused or not (four):
KDM5B inhibitor	structure
u	Cc1ccc(-c2cc(C(=O)O)c3cc(Br)ccc3n2)o1
-20%	Cc1ccc(NC(=O)CSc2nc3c(oc4ccccc43)c(=O)n2Cc2ccco2)cc1
-12%	O=C(CSc1nccn1Cc1ccc(F)cc1)NCc1ccco1
-7%	Cc1cccc(N2CCN(C(=O)c3oc4ccc(Br)cc4c3C)CC2)c1C

Some of the compounds tested; the hit share may differ from the screen's.
